Source: PubChem BioAssay
NadD inh – inhibitors of Staphylococcus aureus NadD. purified NadD enzyme, colorimetric absorbance read-out. inhibition, % at 20 µM. 360,000 tested, 0.78% active. AID 602399; in the data active means inhibition above about 26%; further: some compounds past the cut are filed as inactive
SKN-1 inh – inhibitors of C. elegans SKN-1; C. elegans VP596 Pgst-4::GFP/RFP ratio, acrylamide-induced, 24 h; inhibition, % at 21.8 µM; 360,000 tested, 0.49% active; AID 624304;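 active means interference check ratio from 0.5 to 1.5 plus GFP to RFP signal ratio inhibition reaching or exceeding a fixed threshold, cut at about 30% in these data, passing the limit was not always enough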; further: some compounds called inactive have numbers as strong as hits
DNMT1 inh – DNMT1 (human) enzyme inhibition; P26358; DNMT1 molecular beacon, Hinp1I cleavage, fluorescence; inhibition (reported as % activation of signal), % at 10 µM; 360,000 tested, 0.83% active; AID 588458; in the data active means inhibition above about 50%
Target sequence (P26358 504-1616 limits assumed): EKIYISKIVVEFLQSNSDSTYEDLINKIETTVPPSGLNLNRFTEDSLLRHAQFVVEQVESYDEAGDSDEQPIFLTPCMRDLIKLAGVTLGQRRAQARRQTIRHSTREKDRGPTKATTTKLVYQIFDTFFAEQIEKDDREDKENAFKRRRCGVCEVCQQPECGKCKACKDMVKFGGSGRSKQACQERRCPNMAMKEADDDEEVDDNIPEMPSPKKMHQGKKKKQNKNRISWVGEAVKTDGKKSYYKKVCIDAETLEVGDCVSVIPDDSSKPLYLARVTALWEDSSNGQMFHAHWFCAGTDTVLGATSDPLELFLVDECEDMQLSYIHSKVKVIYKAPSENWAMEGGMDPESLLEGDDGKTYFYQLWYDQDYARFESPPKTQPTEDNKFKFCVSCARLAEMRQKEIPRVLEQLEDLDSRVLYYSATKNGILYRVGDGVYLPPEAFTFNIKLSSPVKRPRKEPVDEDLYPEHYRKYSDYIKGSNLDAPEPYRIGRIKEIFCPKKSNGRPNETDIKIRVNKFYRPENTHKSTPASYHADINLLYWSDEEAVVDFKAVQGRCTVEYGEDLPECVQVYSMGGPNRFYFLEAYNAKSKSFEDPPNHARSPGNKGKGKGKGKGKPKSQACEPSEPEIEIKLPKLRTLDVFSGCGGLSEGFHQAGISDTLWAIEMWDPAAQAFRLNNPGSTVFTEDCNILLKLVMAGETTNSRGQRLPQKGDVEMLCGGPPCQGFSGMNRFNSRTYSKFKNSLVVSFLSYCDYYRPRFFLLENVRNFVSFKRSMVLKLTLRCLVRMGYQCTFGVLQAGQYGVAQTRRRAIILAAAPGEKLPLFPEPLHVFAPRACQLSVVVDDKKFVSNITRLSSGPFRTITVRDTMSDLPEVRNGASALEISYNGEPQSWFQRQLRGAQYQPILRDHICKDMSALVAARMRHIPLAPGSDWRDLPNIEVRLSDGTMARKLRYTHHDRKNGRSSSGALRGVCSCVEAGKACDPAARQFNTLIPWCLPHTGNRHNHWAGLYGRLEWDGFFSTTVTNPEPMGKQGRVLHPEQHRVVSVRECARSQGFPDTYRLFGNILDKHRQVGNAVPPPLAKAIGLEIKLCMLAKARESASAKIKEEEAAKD
Scp-1 inhibitor – inhibitors of human Scp-1 phosphatase. Q9GZU7. Recombinant Scp1, phosphopeptide, malachite green phosphate absorbance. inhibition, % at 20 µM. 340,000 tested, 0.88% active;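 active means inhibition above about 50% at 20 µM, limit read from the data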;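 further: plate controls were DMSO wells with enzyme for no effect and wells lacking enzyme for full effect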
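Assay system: SCP-1 catalytic fragment, aa 76-261 | Buffer or medium: Tris acetate buffer pH 5.5 with MgCl2 and Tween-20 | Compound: One concentration, 20 µM, with 1.0% DMSO | Also added: Phospho 17-mer peptide substrate | Signal: Absorbance at 630 nm | Incubation: 45 min enzyme reaction at room temperature | Measure: % inhibition of SCP-1 phosphate liberation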
Neddyl block – blocks human cullin neddylation; calls only at 25 µM; TR-FRET cullin neddylation, biochemical; AID 651699; P61081+Q13564; 360,000 tested, 0.58% active; in the data active means inhibition above about 36%
CendR NRP1 mod – NRP-1/CendR interaction modulation | inhibition, % at 25 µM | FAM-RPARPAR peptide binding to NRP-1, fluorescence polarization | 360,000 tested, 0.85% active | O14786;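 active means inhibition or corrected inhibition above about 18%, plus a signal ratio from 0.5 to 1.5, limit read from the data, passing the limit was not always enough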; further: strong numbers were not always called active
SUMO1 PPI mod – modulators of human SUMO1-mediated protein-protein interactions | 360,000 tested, 0.33% active | P63165 | AID 602429 | inhibition, % at 20 µM | SUMO1 binding to a labelled peptide, TR-FRET, 1 h; in the data active means inhibition above about 37%
STEP block – STEP (human) phosphatase inhibition; recombinant STEP, OMFP fluorogenic substrate, fluorescence; 360,000 tested, 0.25% active; P54829; AID 588621; inhibition, % at 20 µM;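 active means inhibition at 20 µM, scaled per plate between control wells, above about 37%, limit read from the data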;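 further: 0% = DMSO with enzyme and substrate and 100% = substrate only without enzyme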
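medium = Bis-Tris buffer pH 6.0, 2.5 mM DTT, 0.005% Tween 20 | test system = STEP (striatal-enriched tyrosine phosphatase) enzyme, cell-free | measure = normalized % inhibition | compound dosing = 20 µM, 1% DMSO | also added = 25 µM OMFP | schedule = reaction 20 min, ambient temperature | measured by = fluorescence read at 480 nm ex / 540 nm em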
Tb MetRS inh – Trypanosoma brucei MetRS inhibition; purified T. brucei MetRS, ATP depletion, Kinase-Glo luminescence; inhibition, % at 11.9 µM; 360,000 tested, 0.4% active; AID 624268;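 active means inhibition above a per-plate cutoff of the control wells' mean inhibition plus 3 SD, cut at about 5.5% in these data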;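 further: 0% = DMSO wells median and 100% = median of wells with control inhibitor compound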
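Dosing: 11.9 µM single point; system: parasite MetRS enzyme; technique: luminescence of leftover ATP; times: 15 min enzyme-compound preincubation, 2 h reaction, 10 min detection, 25 °C; replicates: each compound tested once; read-out basis: percent inhibition relative to median high and low control wells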
LMPTP inh – blocks human LMPTP phosphatase; recombinant LMPTP-A, OMFP fluorogenic substrate, fluorescence intensity; AID 651560; inhibition, % at 20 µM; 360,000 tested, 0.22% active; P24666;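 active means compounds that cut the enzyme signal by at least half of the control window in the single-dose screen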;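 further: plate controls were DMSO wells with enzyme plus substrate for no effect and substrate without enzyme for full effect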
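test system = LMPTP-A | amount = 0.625 nM LMPTP-A final | reagent = fluorogenic phosphatase substrate OMFP at 400 µM final | incubation = 50 min at room temperature | benchmarks = no-enzyme low control, uninhibited high control | medium = Bis-Tris pH 6.0, DTT, detergent | signal = fluorescence intensity of OMFP turnover product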
* marks the source's active call; other numbers are inactive results; i = inactive; . = not tested or not shown.

Every second line gives: NadD inh | SKN-1 inh | DNMT1 inh | Scp-1 inhibitor | Neddyl block | CendR NRP1 mod | SUMO1 PPI mod | STEP block | Tb MetRS inh | LMPTP inh
> O=C(COC(=O)/C=C/c1ccccc1Cl)NCC1CCCO1 (centres undefined)
 : 0 | 4 | 0 | -8 | i | 13 | -11 | 1 | -0.1 | -0.2
> O=C(NNC(=O)c1sccc1-n1cccc1)Nc1ccc(F)cc1
 : -5 | 8 | 2 | -5 | i | 10 | 30 | -3 | -0.4 | -0.2
> CC1=C(C(=O)OC2CCCCC2)C(c2ccccc2Br)NC(=O)N1 (centres undefined)
 : -3 | 1 | 0 | -2 | i | 7 | 7 | 0 | 0.0 | 2.9
> O=C(c1ccccc1Cl)N1CCc2ccccc2C1
 : -5 | -11 | -4 | -3 | i | -6 | 1 | -2 | -1.1 | 1.0
> Cc1ccc(NC(=O)Cn2nc(C)c3ccccc3c2=O)cc1F
 : 3 | 7 | 0 | -11 | i | 3 | -1 | 0 | 0.0 | -0.7
> CCOC(=O)c1oc2nc(C)c3c(c2c1N)CC(C)(C)OC3
 : -3 | 1 | 2 | 2 | . | 2 | -4 | 3 | -0.1 | 0.4
> COc1ccc(-c2c(C)oc3c(CN4CCCCC4C)c(O)ccc3c2=O)cc1OC (centres undefined)
 : 1 | -4 | -2 | -6 | . | -1 | 1 | -2 | 0.2 | -0.7
> CCCn1c(N)c(Sc2ccc([N+](=O)[O-])cc2)c(=O)n(CCC)c1=O
 : 1 | 7 | -3 | 5 | i | 7 | -18 | -2 | 0.0 | -1.5
> CCOC(=O)c1cnn(-c2cc(C)cc(C)c2)c1N
 : 2 | 2 | -4 | -7 | i | -8 | -1 | -2 | 0.4 | -1.4
> COc1ccc(C(=O)C2CCCN(Cc3cccn3-c3ccccn3)C2)c(C)c1 (centres undefined)
 : 1 | -3 | 1 | -5 | i | 4 | 2 | -1 | 0.2 | 1.5
> Cc1cccc(N(CC(=O)NC(C)(C)C)C(=O)CCC(=O)Nc2ccccn2)c1
 : -1 | 7 | 5 | -8 | i | 11 | 6 | 2 | -0.6 | 0.6
> CC(CNC(=O)C(=O)NC(C)CCc1ccccc1)Cc1ccccc1 (centres undefined)
 : 1 | 12 | 21 | -9 | i | -2 | -2 | -3 | 0.0 | -2.1
> CNc1cnn(-c2ccc(C)cc2)c(=O)c1Cl
 : 1 | -22 | 2 | -14 | i | 1 | -3 | -4 | -0.8 | -0.8
> Cc1ccc(CN2CCN(Cc3ccc4cc(F)ccc4n3)CC2CCO)o1 (centres undefined)
 : -6 | -2 | -2 | -10 | i | -1 | 8 | -3 | -0.4 | -1.0
> Cc1cccc(NC(=O)COc2ccc3c(c2)CCC3)n1
 : -6 | -1 | 3 | 5 | i | -1 | -1 | 2 | -0.7 | 0.6
> COc1ccc2c(c1)C(=O)CC(c1ccccc1)O2 (centres undefined)
 : -1 | 12 | -3 | -10 | . | 2 | -12 | 0 | -0.2 | -0.6
> CC(C)Oc1ccc(F)cc1-c1cc(C(=O)NCc2cc(C(F)(F)F)cc(C(F)(F)F)c2)[nH]n1
 : -3 | 25 | -2 | . | i | 5 | 0 | 0 | 0.0 | 0.8
> COc1ccc(OC)c(S(=O)(=O)N2CCC(C(=O)N3CCOCC3)CC2)c1
 : -2 | 8 | 1 | -4 | i | 8 | 1 | 1 | 0.0 | -0.6
> CC(=O)Nc1ccc(S(=O)(=O)NCCC(=O)OCc2ccccc2F)cc1
 : 3 | 5 | 2 | 5 | i | -8 | 1 | 1 | -0.2 | 0.2
> NC(=O)NCCCC(=O)O
 : 2 | 12 | 1 | -7 | i | -13 | 4 | -2 | -0.8 | -1.1
> O=C(COc1ccc(Cl)cc1)N1CCN(S(=O)(=O)c2ccccc2)CC1
 : -9 | 10 | -6 | -3 | i | -18 | 3 | 3 | 0.5 | -0.2
> O=C1CC(N2CCN(c3ccccc3)CC2)C(=O)N1c1ccc2c(c1)OCCO2 (centres undefined)
 : -2 | -5 | -2 | -1 | i | -8 | -1 | -1 | 0.2 | -1.7
> O=C(CN1c2cccc3cccc(c23)S1(=O)=O)NCc1ccc2c(c1)OCO2
 : 3 | 23 | -8 | -3 | i | -6 | -11 | 1 | 0.1 | 0.5
> O=C(Nc1ccc(Cl)cn1)c1ccc2ccccc2n1
 : 0 | 12 | 6 | 0 | i | -3 | -2 | 1 | 0.9 | -0.2
> COc1cc(/C=C/C(=O)OCC(=O)N2CCCc3ccccc32)ccc1O
 : -7 | -14 | 2 | 3 | i | -10 | -18 | 0 | -0.4 | 0.1
> Cc1ccc(C(=O)NCC(=O)NCCCc2ccccc2)cc1
 : -5 | 8 | 2 | 4 | i | 0 | 2 | 0 | -0.5 | -0.9
> CSCC[C@H](NC(=O)[C@@H]1Cc2ccccc2CN1)C(=O)Nc1ccc2c(c1)OCO2
 : 3 | -12 | -17 | -2 | i | 13 | 5 | -2 | -0.6 | 1.2
> CCc1cc(=O)oc2cc(OC(C)=O)cc(OC(C)=O)c12
 : -6 | 5 | 0 | -13 | i | 5 | 2 | -1 | -0.9 | -3.6
> Cc1cc(C)nc(N2CCCC(C(=O)NCc3cccs3)C2)n1 (centres undefined)
 : -6 | -18 | 3 | -4 | i | 3 | -1 | -4 | -0.1 | -2.1
> Cc1ccc2c(c1)N(C(C)C(=O)NCCc1ccccc1)C(=O)CO2 (centres undefined)
 : 1 | -1 | 0 | -13 | i | -10 | 0 | -1 | -0.1 | 0.0
> O=C(c1cccc(C(F)(F)F)c1)N1CCc2c([nH]c3ccccc23)C1C(F)(F)F (centres undefined)
 : -9 | -15 | -3 | -20 | i | -6 | 10 | -3 | -1.2 | 1.7
> CCN(CC(=O)Nc1ccccc1OC)C(=O)c1ccc2[nH]c3c(c2c1)CC(C)CC3 (centres undefined)
 : 10 | -15 | -14 | -1 | i | -6 | 5 | 1 | -0.4 | 3.3
> CCOC(=O)c1c(S(=O)(=O)NCC(=O)Nc2ccccc2F)c(C)n(C)c1C
 : 3 | 10 | -1 | -3 | i | -1 | -6 | 1 | -0.2 | 0.2
> CCN(CC)c1ccc(/C=N/NC(=O)c2ccoc2C)c(O)c1
 : 1 | -8 | 7 | -7 | i | -6 | -8 | -1 | -1.1 | -0.9
> Cc1ccc(S(=O)(=O)Nc2n[nH]nc2C(=O)NC2CCCCC2)cc1
 : -1 | 1 | 0 | 1 | i | 3 | -2 | 0 | 0.3 | -0.3
> O=c1c2ccccc2oc2ccc(NCCCn3ccnc3)cc12
 : 2 | 2 | 3 | -4 | i | -21 | -18 | 3 | -0.1 | 2.6
> O=C(CSc1nc(-c2ccccc2)cc(=O)[nH]1)Nc1ccccc1
 : -3 | 12 | 2 | -7 | i | -1 | 7 | -2 | -0.2 | -2.0
> CC1(C)CC(=O)C(C=NCC(N)=O)=C(O)C1
 : 5 | -10 | -1 | -5 | i | -13 | 0 | -3 | -0.1 | -1.3
> COc1ccc(/C(N)=N/OC(=O)CCc2ccccc2)cc1
 : -3 | 7 | -2 | 2 | i | 7 | -2 | 1 | -0.1 | 2.0
> Cc1ccc(-c2ccc(=O)[nH]n2)cc1
 : -7 | 7 | 1 | 2 | i | 3 | -6 | 3 | -0.7 | -2.7
> Nc1ccc(O)c2c1C(=O)c1ccccc1C2=O
 : 9 | 63 | 89* | 80* | i | 34* | 13 | 37* | -0.1 | 73*
> Cc1ccc(S(=O)(=O)N2CCC(C(=O)Nc3ccc(C(C)C)cc3)CC2)cc1
 : 3 | 35 | -6 | -9 | i | -1 | -1 | 0 | -0.6 | 3.2
> O=C(NC1CCCc2ccccc21)C12CC3CC(CC(O)(C3)C1)C2 (centres undefined)
 : 2 | -6 | 5 | 1 | i | -10 | -1 | 0 | -0.7 | -2.0
> COc1ccc(/C=N/NC(=O)CCc2ccccc2)cc1O
 : 0 | -11 | -4 | 2 | i | 7 | -9 | 0 | 0.8 | 0.9
> O=C(COC(=O)COc1ccc(Cl)cc1Br)NC1CCCCCC1
 : -1 | -14 | 0 | -6 | i | 12 | 5 | 5 | -0.2 | 0.5
> CC(=O)c1ccc(NC(=S)N2CCN(c3ccccn3)CC2)cc1
 : -8 | -2 | 3 | -6 | i | 3 | 0 | 1 | -0.2 | -1.6
> Cc1cccc(C)c1OCC(O)CN1CCN(C(=O)c2ccccc2)CC1 (centres undefined)
 : -6 | 15 | 0 | . | i | -5 | 0 | 1 | 0.6 | -2.4
> CC(=O)Nc1ccc(S(=O)(=O)N(C)CC(=O)Nc2ccccc2N2CCCC2)cc1
 : 2 | 11 | 1 | -3 | i | -13 | 3 | -3 | 0.2 | 1.6
> O=C(COC(=O)CC1CC2CCC1C2)Nc1c(F)cccc1F (centres undefined)
 : 10 | 4 | 1 | -4 | i | 8 | -4 | -1 | 0.2 | -0.3
> COCCNC(=O)C1CCCN(Cc2ccccc2Cl)CC1 (centres undefined)
 : -6 | 4 | 2 | . | i | 2 | 2 | -3 | -0.1 | -3.1
> O=S(=O)(Cc1ccc(Cl)cc1)C1CCCCC1O (centres undefined)
 : -4 | -11 | 1 | -3 | i | 10 | 7 | -1 | -0.2 | 0.1
> COc1ccc(-c2nnc(COc3ccc(Br)cc3C)o2)cc1
 : 1 | -2 | -4 | -15 | i | -3 | 0 | 1 | -0.4 | 3.9
> O=C1NC(=S)S/C1=C\c1coc2ccc(O)cc2c1=O
 : 1 | 11 | 81* | 4 | i | -176 | 6 | 68* | 0.9 | 3.2

Exported as tab-separated lines: two of the compounds above
smiles	NadD inh	SKN-1 inh	DNMT1 inh	Scp-1 inhibitor	Neddyl block	CendR NRP1 mod	SUMO1 PPI mod	STEP block	Tb MetRS inh	LMPTP inh
Cc1ccc(-c2ccc(=O)[nH]n2)cc1	-7	7	1	2	i	3	-6	3	-0.7	-2.7
CC1(C)CC(=O)C(C=NCC(N)=O)=C(O)C1	5	-10	-1	-5	i	-13	0	-3	-0.1	-1.3

Some of these compounds in order of length of the SMILES, falling:
Every second line gives: NadD inh | SKN-1 inh | DNMT1 inh | Scp-1 inhibitor | Neddyl block | CendR NRP1 mod | SUMO1 PPI mod | STEP block | Tb MetRS inh | LMPTP inh
> O=C(CSc1nc(-c2ccccc2)cc(=O)[nH]1)Nc1ccccc1
 : -3 | 12 | 2 | -7 | i | -1 | 7 | -2 | -0.2 | -2.0
> O=C(COC(=O)CC1CC2CCC1C2)Nc1c(F)cccc1F (centres undefined)
 : 10 | 4 | 1 | -4 | i | 8 | -4 | -1 | 0.2 | -0.3
> O=C1NC(=S)S/C1=C\c1coc2ccc(O)cc2c1=O
 : 1 | 11 | 81* | 4 | i | -176 | 6 | 68* | 0.9 | 3.2
